Compound activity from PubChem BioAssay.
PLC-beta3 inh = human PLC-beta3 inhibitors, primary screen, biochemical, fluorescence. AID 720704, 2013. Purified PLC-beta3, fluorogenic substrate. inhibition, % at 12.2 µM. hit rate 0.18% among 370,000. 1-phosphatidylinositol 4,5-bisphosphate phosphodiesterase beta-3 (Homo sapiens), Q01970; in the data active = inhibition above about 11%;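 note: 0% = median of compound wells on plate and 100% = full blocker control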
ASAP1 inh = inhibitors of human ASAP1 ArfGAP activity, primary screen, biochemical, fluorescence polarization; Arf-GAP with SH3 domain, ANK repeat and PH domain-containing protein 1 (Homo sapiens), …; ASAP1-stimulated ARF1 GTP hydrolysis, GDP FP detection; inhibition, % at 16.5 µM; hit rate 0.19% among 360,000; AID 624377, 2012; in the data active = inhibition above about 25%;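 note: 0% = vehicle with enzyme and substrate and 100% = no enzyme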
KLK7 zymogen act = proKLK7 zymogen activators, primary screen, biochemical, fluorescence intensity | Kallikrein-7 (Homo sapiens), P49862 | purified proKLK7, EDANS-DABCYL substrate fluorescence; 100% is mature enzyme control, 0% vehicle | activation, % at 7 µM | hit rate 0.9% among 370,000;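 active = activation above the mean of all tested compounds plus 3 SD, computed per campaign excluding outliers beyond control limits, cut at about 13% in these data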
sPLA2-III inh = human group III sPLA2 inhibitors, primary screen, biochemical, QFRET, BODIPY PC-A2 liposome substrate | QFRET BODIPY PC-A2 liposome hydrolysis, fluorescence | inhibition, % at 12.2 µM | hit rate 0.56% among 370,000 | AID 743126, 2013;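 active = inhibition above mean plus 3 SD of compounds lying within the high and low control bounds, cut at about 19% in these data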;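 note: 0% = median of test compound wells and 100% = no enzyme DMSO wells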
Rev-erbA mod = modulators of Rev-erb alpha DNA binding, primary screen, biochemical, FITC-DNA, fluorescence polarization, uHTS. Rev-erbα–FITC-DNA binding, 90 min. activity, % at 10 µM. hit rate 0.79% among 370,000. Nuclear receptor subfamily 1 group D member 1 (Homo sapiens), P20393;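 active = activity above about 14%, limit read from the data; passing the limit was not always enough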;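 note: 0% = DMSO wells with 35 nM protein and 100% = DMSO wells with 750 nM protein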
PLCg1 inh = PLC-gamma1 enzyme inhibitors, primary screen, biochemical, fluorescence, purified enzyme | 1-phosphatidylinositol 4,5-bisphosphate phosphodiesterase gamma-1 (Homo sapiens), P19174 | fluorogenic substrate | inhibition, % at 12.2 µM | hit rate 0.84% among 370,000 | AID 720700, 2013; in the data active = inhibition above about 9.5%
Target sequence (P19174 whole entry, looked up): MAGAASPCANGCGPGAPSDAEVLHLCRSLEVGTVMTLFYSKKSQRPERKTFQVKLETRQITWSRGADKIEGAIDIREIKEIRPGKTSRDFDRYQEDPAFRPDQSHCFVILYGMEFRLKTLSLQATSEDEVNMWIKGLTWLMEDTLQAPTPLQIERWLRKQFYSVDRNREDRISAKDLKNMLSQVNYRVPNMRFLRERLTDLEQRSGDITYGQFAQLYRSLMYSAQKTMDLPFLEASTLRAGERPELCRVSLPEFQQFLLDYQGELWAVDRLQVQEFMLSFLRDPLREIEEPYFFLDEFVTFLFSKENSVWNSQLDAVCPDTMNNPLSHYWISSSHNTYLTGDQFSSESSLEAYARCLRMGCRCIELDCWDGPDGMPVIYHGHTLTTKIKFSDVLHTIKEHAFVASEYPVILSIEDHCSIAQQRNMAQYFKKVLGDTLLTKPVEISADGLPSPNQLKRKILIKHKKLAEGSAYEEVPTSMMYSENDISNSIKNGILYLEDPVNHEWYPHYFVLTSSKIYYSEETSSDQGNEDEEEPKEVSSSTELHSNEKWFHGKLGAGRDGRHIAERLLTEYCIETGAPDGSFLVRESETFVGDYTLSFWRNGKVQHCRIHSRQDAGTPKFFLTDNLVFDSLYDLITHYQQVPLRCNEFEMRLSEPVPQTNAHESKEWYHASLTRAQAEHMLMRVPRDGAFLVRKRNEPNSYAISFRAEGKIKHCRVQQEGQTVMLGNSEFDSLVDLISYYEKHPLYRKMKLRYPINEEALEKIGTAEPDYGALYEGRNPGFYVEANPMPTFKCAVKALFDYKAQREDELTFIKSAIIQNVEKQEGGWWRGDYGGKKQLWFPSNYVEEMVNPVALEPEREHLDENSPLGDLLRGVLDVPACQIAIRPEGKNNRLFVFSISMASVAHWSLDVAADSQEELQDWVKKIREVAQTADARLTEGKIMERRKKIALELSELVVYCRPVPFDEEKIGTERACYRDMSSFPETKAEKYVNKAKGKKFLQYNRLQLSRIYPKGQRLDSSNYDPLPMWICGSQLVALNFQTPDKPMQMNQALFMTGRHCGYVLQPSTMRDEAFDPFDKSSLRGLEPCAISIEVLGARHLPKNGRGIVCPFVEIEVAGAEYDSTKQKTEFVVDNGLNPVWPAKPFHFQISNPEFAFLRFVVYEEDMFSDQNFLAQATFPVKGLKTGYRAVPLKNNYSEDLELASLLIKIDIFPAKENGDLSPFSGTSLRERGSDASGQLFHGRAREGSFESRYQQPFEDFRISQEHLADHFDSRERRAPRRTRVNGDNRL
DDE Tn6 FP inh = inhibitors of Tn6 peptide binding to fibrin DD(E), primary screen, biochemical, fluorescence polarization, human fibrin, Tn6 probe. Fibrinogen beta chain (Homo sapiens), P02675. Fibrin DD(E) TRITC-Tn6 fluorescence polarization displacement. inhibition, % at 8.3 µM. hit rate 0.21% among 370,000;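 active = inhibition above a per-campaign cutoff: mean of compounds within control limits plus 3 SD, cut at about 15% in these data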;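 note: 0% = median of all compound wells on the plate and 100% = blocking peptide control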
UHRF1 binding = UHRF1 methylated DNA binding inhibitors, primary screen, counter-screen for MBD2 inhibitor project, biochemical, TR-FRET, human UHRF1, single concentration; AID 687016, 2013; hit rate 0.75% among 370,000; UHRF1 binding to methylated oligo; E3 ubiquitin-protein ligase UHRF1 (Homo sapiens), Q96T88; inhibition, % at 4.4 µM; in the data active = inhibition above about 21%;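 note: UHRF1 SRA domain binding a hemimethylated CpG hairpin DNA probe; 0% = median of test compound wells and 100% = reference inhibitor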
ARFGAP1 inh = inhibitors of rat ARFGAP1 GAP activity, primary screen, biochemical, fluorescence polarization, GDP tracer. ADP-ribosylation factor GTPase-activating protein 1 (Rattus norvegicus), Q62848. Arfgap1-stimulated ARF1 GTP hydrolysis, GDP FP detection. inhibition, % at 16.5 µM. hit rate 0.26% among 360,000;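 active = inhibition above a per-plate limit, mean inhibition of low control wells plus 3 SD, cut at about 25% in these data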;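 note: 0% = DMSO wells with enzyme and 100% = wells lacking Arfgap1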
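system = rat Arfgap1 catalytic domain, aa 1-136 | technique = FP, GDP Alexa 633 tracer displaced from anti-GDP antibody, 620/688 nm | compound = one concentration, 16.5 µM, DMSO 1.26% | medium = HEPES-based buffer, pH 7.5 | timing = compound-enzyme preincubation 20 min, reaction 120 min, detection 60 min, 25 °C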
DDE Tn7 FP inh = inhibitors of Tn7 peptide binding to fibrin DD(E), primary screen, biochemical, fluorescence polarization, human fibrin, Tn7 probe; AID 720508, 2013; Fibrinogen beta chain (Homo sapiens), P02675; hit rate 0.13% among 370,000; FP displacement of FITC-Tn7 peptide from fibrin DD(E); 0% = median of compound wells per plate; inhibition, % at 8.3 µM;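 active = inhibition above the mean of compounds falling within the control limits plus 3 SD of them, cut at about 14% in these data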;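 note: 0% = plate median of compound wells and 100% = 10 µM Aha-Tn7 peptide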
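Also added: labelled Tn7 tracer, 0.1 µM; Assay system: human fibrin DD(E) protein; Amount: 2 µM fibrin DD(E); Schedule: 10 min compound pre-incubation, 3 h probe incubation at room temperature; Repeats: one replicate per compound; Read-out basis: percent inhibition; Measured by: fluorescence polarization of the labelled Tn7 tracer.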
Active calls of the source: *; i = inactive; . = not tested or not shown.

| cpd | canonical_smiles | PLC-beta3 inh | ASAP1 inh | KLK7 zymogen act | sPLA2-III inh | Rev-erbA mod | PLCg1 inh | DDE Tn6 FP inh | UHRF1 binding | ARFGAP1 inh | DDE Tn7 FP inh |
| --- | --- | --- | --- | --- | --- | --- | --- | --- | --- | --- | --- |
| 1 | CCOC(=O)N1CCN(C(=O)c2cccc(-n3c(=S)[nH]c4cc(Cl)ccc4c3=O)c2)CC1 | 2 | 16 | 0.3 | 3 | 5 | 2 | 0 | -2 | 0 | -2 |
| 2 | COc1ccc(OC)c(C(=O)NC(CC(N)=O)c2ccc(N3CCN(c4ccc(F)cc4)CC3)c([N+](=O)[O-])c2)c1 (centres undefined) | 0 | 3 | 0.7 | -9 | -1 | -2 | 7 | 1 | 2 | -5 |
| 3 | COc1ccc(C(=O)c2ccccc2C(=O)c2ccccc2)cc1 | 2 | 2 | -0.9 | 11 | 2 | 1 | -5 | 1 | -10 | -1 |
| 4 | NNC(=S)Nc1c(Br)cc(F)cc1Br | -6 | 2 | -0.7 | 12 | -4 | 0 | -5 | 0 | 2 | 7 |
| 5 | CC(C)(C)c1ccc(-c2n[nH]c(=S)n2CCCN2CCOCC2)cc1 | 3 | 20 | -0.5 | 9 | 2 | 0 | 1 | -4 | -7 | -8 |
| 6 | O=C(COC(=O)Cc1ccc(F)cc1)NC1CCCC1 | -2 | -6 | -0.4 | 3 | -3 | 1 | -4 | -1 | -14 | -3 |
| 7 | CCOc1ccc(N(CC)S(=O)(=O)c2c(C)[nH]c(=O)[nH]c2=O)cc1 | -1 | 3 | -0.6 | -1 | -3 | 3 | -1 | 1 | 1 | -2 |
| 8 | CCOc1ccc(-c2c(C(=O)N/N=C/c3ccc(O)cc3)nnn2-c2nonc2N)cc1 | -16 | 0 | 0.5 | -23 | -4 | -6 | 6 | -3 | 0 | 5 |
| 9 | CCCCn1nnc(NC(=O)CC23CC4CC(CC(C4)C2)C3)n1 | 3 | -6 | 0.7 | -5 | -7 | 2 | 1 | 1 | 11 | -3 |
| 10 | CCCCc1cc(=O)oc2cc(O)ccc12 | i | -3 | 56* | -9 | -3 | i | -5 | 3 | 2 | -3 |
| 11 | COc1ccc(CCNC(=O)COC(=O)c2cc(=O)[nH]c3ccccc23)cc1 | -16 | 6 | -0.3 | 7 | -7 | -13 | 1 | 1 | 12 | 2 |
| 12 | O=C(O)c1ccc2c(c1)S(=O)(=O)N=C1CCCCCN12 | -2 | 8 | 0.0 | 2 | 1 | -1 | 3 | 0 | 9 | 0 |
| 13 | CCOC(=O)CSc1nnc(-c2ccc(S(=O)(=O)NCc3cccs3)cc2)o1 | 3 | 10 | -0.1 | -13 | 5 | 4 | -1 | 5 | 9 | -11 |
| 14 | Cc1ccc(NC(=O)CC2SC(=O)NC2=O)cc1 (centres undefined) | 5 | 9 | 0.1 | -13 | -4 | 0 | -3 | -9 | 1 | -1 |
| 15 | CC1(C)CC(NC(=O)CCc2nnc(CCCCc3ccccc3)o2)CCO1 (centres undefined) | 3 | 6 | 0.5 | 0 | 0 | 1 | 8 | 1 | 0 | -6 |
| 16 | C=CCN1C=C2C(=O)C(C)(OC(=O)CCC(=O)OC)C(=O)C=C2C=C1C1CC1 (centres undefined) | -39 | -15 | 1.2 | 8 | 5 | -30 | 6 | 6 | 13 | -2 |
| 17 | Cc1cccc(NC(=O)c2ccc(Cl)c(S(=O)(=O)N3CCc4ccccc43)c2)n1 | -7 | 5 | -0.5 | 5 | -8 | 2 | -6 | 14 | 11 | -3 |
| 18 | Cc1nc2ccc(C(=O)Nc3ccccc3Cl)cc2s1 | -5 | -2 | 0.3 | 11 | 0 | 0 | -2 | 18 | -10 | 1 |
| 19 | O=C(CN1CCN(S(=O)(=O)N2CCCCCC2)CC1)Nc1ccc(Br)cc1 | -5 | 9 | -0.2 | -13 | 5 | 0 | 3 | -1 | -5 | -3 |
| 20 | CSC1(SC2=NCCN2)SC2(NCCN2)S1 | -4 | 9 | -0.3 | 12 | -1 | 6 | -1 | 5 | 18 | 6 |
| 21 | O=C(Cn1c(=O)ccn(Cc2ccccc2)c1=O)Nc1cccc(S(=O)(=O)N2CCOCC2)c1 | 1 | 10 | -0.1 | -3 | 5 | 1 | 4 | -3 | 5 | -1 |
| 22 | CCn1c(=O)cc(N2CCC3(CC2)OCCO3)[nH]c1=O | 1 | 1 | 0.5 | 0 | -3 | -2 | 4 | 0 | -7 | -1 |
| 23 | CSc1nc(N2CCOCC2)c2sccc2n1 | -3 | -11 | 0.0 | 6 | -5 | 0 | 6 | 6 | -4 | 0 |
| 24 | COc1ccccc1C(=O)Nc1c(-c2ccccc2)nc2ccccn12 | 2 | 12 | 0.5 | 2 | 1 | 1 | 6 | 0 | -13 | -1 |
| 25 | CCOC(=O)C(NC(=O)CC)(Nc1ccc(S(=O)(=O)Nc2cc(C)on2)cc1)C(F)(F)F (centres undefined) | 3 | -16 | 0.1 | 3 | -8 | 4 | 11 | -2 | 3 | 1 |
| 26 | CN(C)CC(C)(C)CNC(=O)C1CCN(CCCc2ccccc2)CC1 | -6 | -8 | 0.4 | 3 | -3 | 5 | 3 | 1 | 0 | -3 |
| 27 | COc1ccc(NC(=O)CSc2nnc(CNC(=O)c3ccco3)o2)c(OC)c1 | 2 | -3 | -0.2 | 4 | -5 | -1 | -4 | -1 | 6 | 2 |
| 28 | CC(C)c1[nH]nc2c1C(c1ccc(Br)cc1)NC2=O (centres undefined) | 6 | 9 | 0.1 | 3 | -6 | 2 | -8 | -1 | -10 | 3 |
| 29 | CNS(=O)(=O)c1ccc2nc(NC(=O)c3ccc(N4C(=O)CCC4=O)cc3)sc2c1 | -24 | 11 | 0.2 | -9 | 2 | -24 | -4 | 4 | 14 | -5 |
| 30 | COC(=O)[C@]12CCCCC=C1N(Cc1ccc(OC)cc1)C(=O)[C@@H]2CC(=O)N1CCOCC1 | 0 | . | 0.5 | 3 | 4 | 0 | -10 | -1 | . | -3 |

Five entries picked at random from the list so far, as already listed:
| cpd | canonical_smiles | PLC-beta3 inh | ASAP1 inh | KLK7 zymogen act | sPLA2-III inh | Rev-erbA mod | PLCg1 inh | DDE Tn6 FP inh | UHRF1 binding | ARFGAP1 inh | DDE Tn7 FP inh |
| --- | --- | --- | --- | --- | --- | --- | --- | --- | --- | --- | --- |
| 7 | CCOc1ccc(N(CC)S(=O)(=O)c2c(C)[nH]c(=O)[nH]c2=O)cc1 | -1 | 3 | -0.6 | -1 | -3 | 3 | -1 | 1 | 1 | -2 |
| 14 | Cc1ccc(NC(=O)CC2SC(=O)NC2=O)cc1 (centres undefined) | 5 | 9 | 0.1 | -13 | -4 | 0 | -3 | -9 | 1 | -1 |
| 6 | O=C(COC(=O)Cc1ccc(F)cc1)NC1CCCC1 | -2 | -6 | -0.4 | 3 | -3 | 1 | -4 | -1 | -14 | -3 |
| 16 | C=CCN1C=C2C(=O)C(C)(OC(=O)CCC(=O)OC)C(=O)C=C2C=C1C1CC1 (centres undefined) | -39 | -15 | 1.2 | 8 | 5 | -30 | 6 | 6 | 13 | -2 |
| 24 | COc1ccccc1C(=O)Nc1c(-c2ccccc2)nc2ccccn12 | 2 | 12 | 0.5 | 2 | 1 | 1 | 6 | 0 | -13 | -1 |

(continued)
| cpd | canonical_smiles | PLC-beta3 inh | ASAP1 inh | KLK7 zymogen act | sPLA2-III inh | Rev-erbA mod | PLCg1 inh | DDE Tn6 FP inh | UHRF1 binding | ARFGAP1 inh | DDE Tn7 FP inh |
| --- | --- | --- | --- | --- | --- | --- | --- | --- | --- | --- | --- |
| 31 | Cc1cc2oc(=O)cc(CN3CCOCC3)c2c(C)c1Cl | -4 | -4 | -0.4 | -3 | -3 | 0 | 7 | -1 | -5 | 0 |
| 32 | C=CCn1c(SCC)nc2sc3c(c2c1=O)CCc1ccccc1-3 | -2 | 1 | -0.1 | 2 | 4 | -1 | 2 | -1 | -12 | 0 |
| 33 | O=C(COC(=O)C1CC(=O)N(Cc2ccco2)C1)c1ccc(OC(=O)c2ccccc2)cc1 (centres undefined) | 1 | -1 | -0.1 | -12 | -3 | 2 | 0 | 3 | -9 | -1 |
| 34 | COc1cccc(CC2(CO)CCCN(Cc3ccc(CN4CCCCC4)s3)C2)c1 (centres undefined) | 0 | -3 | 0.0 | -8 | -7 | 0 | 5 | 27* | 8 | 4 |
| 35 | CCOC(=O)CSc1nnc(CNC(=O)c2ccc(S(=O)(=O)N3CCCC3)cc2)n1C | 5 | -4 | -0.2 | 7 | 0 | 5 | -2 | 1 | -4 | 3 |
| 36 | COc1ccccc1C(=O)NC1CCCCN(Cc2cccc(C(F)(F)F)c2)C1=O (centres undefined) | -2 | . | 0.5 | -4 | -3 | 1 | 7 | -5 | . | 5 |
| 37 | COc1ccc(OCc2cc(C(=O)N3CCOCC3)no2)c(Cl)c1 | -4 | -16 | 0.9 | 3 | -1 | 1 | 4 | -1 | 0 | 0 |
| 38 | CN1CCN(C(=O)/C(=C\c2cccnc2)NC(=O)c2cccc(Br)c2)CC1 | -10 | 5 | 0.4 | 2 | -2 | -1 | -1 | -1 | 3 | 6 |
| 39 | COc1ccc(CN(C)C(=O)[C@@H](Cc2ccccc2)NC(=O)[C@H]2O[C@@H](n3ccc(N)nc3=O)[C@H](O)[C@@H]2O)cc1OC | 7 | 7 | 0.0 | -1 | -5 | 3 | -5 | -2 | -8 | 8 |
| 40 | CN(C(=O)c1cccc(NC(=O)Cc2cccc(NC(=O)C3CCCN(C(=O)C4CCCCC4)C3)c2)c1)C1CC1 (centres undefined) | 1 | -2 | 0.5 | 5 | -5 | 0 | 4 | 3 | 0 | 1 |
| 41 | CCOc1cc(C=O)ccc1OCC(=O)NC(C)(C)C | 1 | -3 | 0.2 | 10 | -1 | 0 | 2 | 2 | 4 | 6 |
| 42 | Cc1cc(NC(=O)Cc2ccccc2)no1 | 4 | -7 | 0.7 | -2 | 0 | 0 | 1 | 0 | 2 | -10 |
